# INS-1E GSIS act: GLuc luminescence reporter in INS-1E cells, primary screen for activators of glucose-dependent secretion of insulin | INS-1E GLuc reporter insulin secretion, 2-3 h | activation, % at 16.6 µM | AID 743287 | 370,000 tested, 0.61% active;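 active = lowest replicate activation of at least 40%, so every replicate reaches that level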;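 also: 0% = median of neutral control wells and 100% = median of IBMX positive control wells; some compounds called inactive have numbers as strong as hits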
# CASP6 VEID inh: blocks human caspase-6 cleavage activity; 350,000 tested, 0.53% active; P55212; inhibition, % at 12.5 µM; purified caspase-6, Z-VEID-R110 cleavage fluorescence; AID 686996;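 active = mean inhibition across replicates at least about 35%, with every replicate also reaching that limit, limit read from the data; inconclusive = only one of the two criteria met; inactive = neither criterion met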;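 also: 0% = median of neutral control wells and 100% = no fluorescence left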
# Target sequence (P55212 24-179 limits assumed): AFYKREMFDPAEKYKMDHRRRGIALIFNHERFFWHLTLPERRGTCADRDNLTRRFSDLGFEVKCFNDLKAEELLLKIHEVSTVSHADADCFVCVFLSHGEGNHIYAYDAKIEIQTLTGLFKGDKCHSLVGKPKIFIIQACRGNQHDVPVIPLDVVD
# Target sequence (P55212 194-293 limits assumed): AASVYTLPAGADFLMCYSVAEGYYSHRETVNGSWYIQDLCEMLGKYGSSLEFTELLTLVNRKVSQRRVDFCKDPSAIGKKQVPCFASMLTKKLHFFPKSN
# CFTR F508del cor: CFTR F508del correction in bronchial cells | CFBE cells, YFP halide quenching; stimulated with forskolin plus potentiator P3; % fluorescence drop versus neutral controls | activity (quench increase), % at 7.58 µM | 350,000 tested, 0.36% active | AID 720511;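 active = mean added fluorescence quench of at least 8% versus neutral control, with both replicates also reaching 8%; inconclusive = only one of the mean or replicate conditions met; inactive = mean below 8% and not both replicates reaching 8%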;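 also: cells transiently co-express mutant CFTR-F508del with the halide-sensitive YFP; corrector assay measuring rescue of mutant channel to the surface after 24 h compound exposure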
# Xi reactivation: activators of X-chromosome reactivation in mouse fibroblasts; 360,000 tested, 0.055% active; XiGFP mouse fibroblasts, % GFP-positive cells imaging, 3 d; cells co-treated with 5-aza-dC sensitizer; scaled so ellipticine positive control = 100%; activation, % at 7.58 µM;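 active = mean normalized replicate activation at least 10% and every replicate at or above 10%; inconclusive = only one of the two criteria met; inactive = mean below 10% and not all replicates reach 10%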;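 also: 0% = median of on-plate neutral control wells and 100% = ellipticine 6 µM median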
#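 System: SV40-immortalized XiGFP fibroblast cells, line 68-5-11 / Incubation: 3-day compound exposure, then 15 min fixation at room temperature / Compound: single concentration per compound, delivered by pin transfer / Buffer or medium: DMEM plus 5-aza-dC sensitizer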
# DENV2 CPE rescue: protects cells from dengue virus 2 cytopathic effect; DENV2-infected cells, cytopathic effect rescue, plate reader; CPE inhibition, % at 9.99 µM; 350,000 tested, 1.7% active; AID 651640; in the data active = CPE inhibition above about 20%, passing the limit was not always enough; inconclusive = no clear call, values can overlap the other calls; tested in BHK-21 cells;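 also: 0% = median of neutral control wells and 100% = median of positive control wells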
# RAD52 inh: RAD52 (human) annealing inhibition; P43351; recombinant RAD52 DNA annealing, FRET fluorescence; inhibition, % at 18.7 µM; 360,000 tested, 0.46% active;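 active = every replicate showing at least 50% inhibition; inconclusive = mean inhibition at least 50% but not in every replicate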
# RAD54 inh: blocks human RAD54 Holliday junction branch migration | FAM/BHQ fluorescence | AID 602329 | inhibition, % at 10.4 µM | Q92698 | 360,000 tested, 0.14% active;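 active = mean normalized replicate activity at least 40 and at least half of replicates scoring 40 or more; inconclusive = only one of the two criteria met; inactive = mean below 40 and under half of replicates reaching 40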;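 also: 0% = median of neutral control wells and 100% = median of positive control wells; inhibitors cause a drop in the FAM fluorescence signal; in these data hits start at about 50%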
# Target sequence (Q92698 whole entry, looked up): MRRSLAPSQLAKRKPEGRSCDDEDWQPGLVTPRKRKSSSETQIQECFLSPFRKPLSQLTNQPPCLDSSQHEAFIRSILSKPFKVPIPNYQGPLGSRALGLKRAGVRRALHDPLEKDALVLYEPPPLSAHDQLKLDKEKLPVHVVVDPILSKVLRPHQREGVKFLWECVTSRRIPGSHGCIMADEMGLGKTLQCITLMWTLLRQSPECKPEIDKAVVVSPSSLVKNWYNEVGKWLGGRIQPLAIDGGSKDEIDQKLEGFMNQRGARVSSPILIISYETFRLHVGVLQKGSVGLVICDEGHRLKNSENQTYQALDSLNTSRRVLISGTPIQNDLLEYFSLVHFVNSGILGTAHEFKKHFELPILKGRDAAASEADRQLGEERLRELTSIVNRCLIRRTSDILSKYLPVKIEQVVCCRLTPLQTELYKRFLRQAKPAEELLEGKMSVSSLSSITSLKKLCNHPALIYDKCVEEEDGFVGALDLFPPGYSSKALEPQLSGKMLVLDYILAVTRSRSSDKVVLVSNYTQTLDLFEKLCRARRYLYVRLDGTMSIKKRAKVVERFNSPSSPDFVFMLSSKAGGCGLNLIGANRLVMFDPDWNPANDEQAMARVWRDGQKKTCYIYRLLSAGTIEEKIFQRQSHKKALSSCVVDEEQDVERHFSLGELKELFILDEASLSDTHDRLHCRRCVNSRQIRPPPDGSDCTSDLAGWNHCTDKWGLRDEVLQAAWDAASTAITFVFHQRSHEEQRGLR
# E-sel inducer: induces E-selectin expression in human endothelial cells; 260,000 tested, 0.37% active; P16581; activation, % at 7.58 µM; HUVEC E-selectin immunofluorescence imaging; normalized: neutral wells 0, TNF-alpha wells 100;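 active = mean E-selectin-positive cell signal at least 10% of the positive control, reached in at least 60% of replicates, without over 20% cell loss; inconclusive = no rule given, readout overlaps actives, possibly toxicity-flagged; inactive = the rest, including those meeting only one limit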;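 also: in these data hits start at about 27%; measured in HUVEC primary endothelial cells; signal is the percent of cells scored E-selectin positive by PE staining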
#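 Material: HUVEC primary endothelial cells; Amount: 3,000 cells per well; Dosing: single concentration; Medium: EGM-2 growth medium on 0.1% gelatin-coated wells; Read-out basis: percent E-selectin-positive cells; Signal: immunofluorescence imaging; Control set: TNF-alpha, DMSO.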
# * hit, by the source's call; i = inactive; ? = inconclusive; · = no result given; & = joins results of further samples. Hits appear at their usual frequency. About 3.7% of those tested had a hit in this group.
SMILES,INS-1E GSIS act,CASP6 VEID inh,CFTR F508del cor,Xi reactivation,DENV2 CPE rescue,RAD52 inh,RAD54 inh,E-sel inducer
OC[C@@H]1CN(Cc2ccc(-c3ccccc3)cc2)C[C@H](n2cnc3c(N4CCCC4)ncnc32)O1,-19.3,-0.8,-1.7,0.3,-1.1,-60.4,8.1,-0.1
COc1ccc(-c2nc(NCCCN(C)C)c3ccccc3n2)cc1,5.1,-10.6,4.5,-0.1,30.1*,87.2*,90.5*,·
O=C(NC1CCCC1)N1CCCCN2[C@H](CO)[C@@H](c3ccc(-c4ccccc4)cc3)[C@H]2C1,-10.8,0.9,0.9,0.1,18.4,7.2,3.6,0.5
CC(=O)Oc1ccc(OC(C)=O)c2c1CC(C)=C(C)C2,-24.4,-1.5,-5.4,0.1,-2.8,-15.0,4.2,-0.2
CCCCCOC(=O)CCN1C(=O)/C(=C2\SC(=S)N(CCC(=O)OCCCCC)C2=O)SC1=S,·,-2.3,-1.7,0.0,0.4,-20.9,-2.3,0.0
COc1cccc2c1OCC(C(=O)Nc1nccs1)=C2,-2.2,-1.9,2.6,0.0,3.6,-39.2,-0.1,-0.2
CSc1ccc(CN2CCN(C(=O)CC(C)C)CC2)cc1,-21.0,0.5,-3.8,0.0,7.2,-10.1,-8.3,·
Cc1cc2ncn(-c3ncccc3[N+](=O)[O-])c2cc1C,2.6,-0.1,2.4,0.2,0.8,-5.9,0.0,·
CNC[C@@H]1Oc2ccc(NS(=O)(=O)c3ccc(F)cc3)cc2C(=O)N([C@@H](C)CO)C[C@@H]1C,-3.6,0.5,3.2,-0.6,0.6,-9.8,-28.2,·
CNC[C@H]1OCCCC[C@H](C)Oc2ccc(NC(=O)CCCN(C)C)cc2C(=O)N([C@H](C)CO)C[C@@H]1C,7.9&-2.0,-150.5&-63.0&-118.8,-1.9&-0.2&-0.1,0.0,6.0&2.7,-30.5&-160.6&-46.1,-40.1&-18.3&-13.5,0.2&0.0
C/C=C/c1cnc2c(c1)C(=O)N([C@@H](C)CO)C[C@H](C)[C@@H](CN(C)S(=O)(=O)c1ccc(OC)cc1)O2,-2.8,-1.0,2.4,-0.1,-9.5,-5.4,-0.5,·
COc1ccccc1Nc1nc(NCC(C)C)nc(N)c1[N+](=O)[O-],-6.1,2.7,·,0.1,3.0,1.6,·,·
CN(C)C(=O)c1ccc(-c2ccc([C@H]3[C@@H](C#N)N(C(=O)C4CCC4)[C@@H]3CO)cc2)cc1,-0.5,0.4,-2.9,0.1,2.5,-5.1,3.9,-0.3
COc1ccc(-c2ccc(C(=O)Nc3cccc(NS(C)(=O)=O)c3)c3occc23)c(C)c1,16.8,0.5,1.8,0.1,0.5,-12.4,-7.5,0.0
Nc1[nH]c(C(=O)c2ccccc2)c(-c2cccc3ccccc23)c1C(=O)c1ccc(Br)cc1,-28.3,-0.9,0.0,0.2,-9.2,-17.8,·,-0.3
Cc1cccc(C)c1NC(=S)N(Cc1ccccc1)Cc1cccnc1,-5.0,·,-0.8,0.0,-7.3,-14.9,·,·
CC1(C(=O)NS(=O)(=O)c2cccc(Cl)c2)CCN1C(=O)COc1ccc(Cl)cc1 (stereo not drawn),·,-1.1,-0.2,0.2,85.5*,-2.9,8.5,-0.2
CN(C)CC(=O)N1CC2(C1)[C@@H](c1ccccc1)[C@@H](CO)N2C(=O)C1CCC1,7.7,-2.5,-3.2,0.0,-7.2,-9.8,·,0.0
COc1cccc(C(=O)NC2CCCN(C3Cc4ccccc4C3)C2)c1OC (stereo not drawn),15.4,2.5,3.0,0.0,-5.0,-5.5,-1.2,·
CCc1cccc(CC)c1NC(=S)Nc1ccccc1,17.5,0.4,·,0.1,-6.0,-11.7,·,·
Cc1nnc(SCCN2C(=O)c3ccccc3C2=O)nc1C,1.4,·,-1.8,1.2,·,·,-0.8,0.3
CCCS(=O)(=O)Nc1cccc(-c2cn3c(n2)SCC3)c1,-1.9,-1.0,-1.0,0.1,11.6,-37.3,-8.9,·
O=C(C1CCN(S(=O)(=O)N2CCC3(CC2)OCCO3)CC1)N1CCc2ccccc2C1,4.5,-0.8,-1.2,·,-0.6,-8.5,-14.1,·
COc1ccc([N+](=O)[O-])cc1N(CC(=O)Nc1ccccc1C(=O)N1CCCC1)S(C)(=O)=O,-5.1,0.6,1.5,0.0,-2.5,-0.2,·,-0.5
COc1ccc2c3c([nH]c2c1)[C@H](CO)N(C(=O)C1CCCC1)CC31CN(C(=O)NC(C)C)C1,4.2,-4.0,-2.0,0.3,-9.9,-4.3,·,-0.2
COc1cccc(S(=O)(=O)N(C)C[C@@H]2Oc3cc(C#CCN(C)C)ccc3S(=O)(=O)N([C@H](C)CO)C[C@H]2C)c1,2.6,-1.9,-5.4,0.0,?,-40.1,-12.7,-0.1
Cc1nn(C)c(C)c1NC(=O)c1ccc(Br)o1,17.2,-2.5,1.2,0.0,5.2,-5.5,0.1,-0.2
C1=C\CCC2(OCCO2)C2(CC/1)OCCO2,-0.7,1.0,0.2,0.1,-1.3,-4.2,-3.4,-0.3
CCOc1ccccc1CNC(=O)CCCC(=O)n1nc(C)c2ccccc21,-24.3,-1.1,-3.9,0.0,8.0,-20.4,-10.9,-0.1
COc1ccc(-c2cc(C(=O)N(C)CC(=O)Nc3cccc(F)c3)c3ccccc3n2)cc1OC,·,0.9,1.7,-0.1,1.8,-47.6,9.8,0.0
CC(C)CC#Cc1ccc2c(c1)O[C@H](CN(C)C(=O)c1cccc(F)c1)[C@H](C)CN([C@@H](C)CO)S2(=O)=O,-3.5,-0.5,1.7,0.0,0.2,6.5,1.1,-0.7
COc1cccc(C(=O)CC(=O)C(=O)Nc2cc(OC)ccc2OC)c1,-26.6,7.6,3.6,0.0,3.1,-20.7,·,1.0
CCN(CC)c1ccc(C(=O)OCC(=O)Nc2ccc3[nH]c(=O)[nH]c3c2)cc1,1.1,6.8,-1.2,0.6,·,-6.9,·,·
CCCC12CN3CC(C)(CN(C1)C31C(=O)Nc3ccc(C)cc31)C2=O (stereo not drawn),8.4,-2.8,-1.4,·,4.4,-18.6,4.9,·
O=[N+]([O-])c1cc(S(=O)(=O)N2CCCC2)ccc1N/N=C/c1ccccn1,1.6,0.1,·,0.6,-0.1,-0.4,·,-2.3
CCC(=O)N(Cc1cc2ccc(C)cc2[nH]c1=O)c1ccccc1OC,-12.9,-1.0,-0.7,0.0,-5.5,-12.0,-4.5,·
CN1CCN(C(=O)C[C@@H]2C=C[C@H](NC(=O)Nc3ccccc3F)[C@@H](CO)O2)CC1,-7.2,·,0.5,0.7,·,·,·,-0.6
Cc1noc(C)c1NC(=O)N(C)C[C@@H]1OCCCC[C@H](C)Oc2ccc(NC(=O)C3CCCCC3)cc2C(=O)N([C@H](C)CO)C[C@H]1C,-2.0,-3.4,-0.9,0.8,8.7,10.4,11.6,0.1
Cc1cccc(C)c1NC(=O)COc1cccc(/C=N/NC(=O)C(=O)NCc2ccccc2)c1,12.1,-3.0,·,·,·,-12.7,-6.3,·
COc1ccc(OC)c(NC(=O)CCCC(=O)NC2CCCCC2)c1,8.7,-1.7,-1.4,0.0,3.6,-13.4,-2.0,0.3
CCOC(=S)SCC(=O)Nc1nc(C)c(C)s1,-7.5,0.1,2.7,-0.1,5.4,-23.5,-8.9,-0.2
COc1cc(CC(NC(C)=O)C(=O)NC2CCN(C(=O)Nc3ccccc3C)CC2)cc(OC)c1 (stereo not drawn),-7.1,0.5,-2.7,0.0,5.1,-6.8,18.8,·
CC(=O)c1cnc2nc(SCc3cccc(C)c3)nn2c1C,-7.8,0.5,0.9,-0.2,1.0,-17.4,-14.4,0.2
Cc1ccc(O)c(NC(=O)c2ccc3c(c2)C(=O)N(Cc2ccco2)C3=O)c1,31.1,-2.3,-2.8,1.2,-0.1,-10.5,8.7,-0.3
COC(=O)Cc1nnn2c1CC(OC)c1cc(Br)ccc1-2 (stereo not drawn),·,-2.5,-2.0,-0.1,-2.3,-6.1,·,1.0
COc1ccc(/C=N/NC(=S)Nc2ccccc2)cc1,2.6,1.3,-3.4,0.2,4.4,-9.1,·,-0.5
CCCSc1nc2c(cnn2-c2ccc(C)c(C)c2)c(=O)[nH]1,·,-0.7,1.7,0.1,5.4,-3.3,2.1,1.4
O=C(NC(=O)c1ccccc1)Nc1cccc(S(=O)(=O)N2CCCCC2)c1,-28.2,0.5,-7.7,0.3,2.0,-22.3,10.1,·
O=C1C(=O)N(Cc2ccccc2)C(=O)N1CCN1C(=O)c2ccccc2C1=O,-6.0,-0.3,0.5,0.2,-3.9,-19.2,·,·
Cc1cccc(OC(C)C(=O)Nc2nc(-c3ccncc3)cs2)c1 (stereo not drawn),1.8,-5.8,-0.2,0.3,105.6*,-7.3,-2.3,0.3
# (cont.)
SMILES,INS-1E GSIS act,CASP6 VEID inh,CFTR F508del cor,Xi reactivation,DENV2 CPE rescue,RAD52 inh,RAD54 inh,E-sel inducer
c1ccc(-n2nnnc2SCCCSc2nc3ccccc3s2)cc1,-10.1,-1.6,-2.9,·,-2.0,5.1,7.4,·
O=C(C[C@H]1C=C[C@@H](NC(=O)Nc2ccc(C(F)(F)F)cc2)[C@H](CO)O1)NCc1cccc(F)c1,1.5,-0.4,-2.6,0.3,12.7,-6.3,0.3,0.9
O=C(NCc1ccccc1)C1CCC(=O)N(CC2CCCCC2)C1 (stereo not drawn),-3.0,0.7,-2.5,0.0,-3.9,-9.3,9.1,·
CCOn1c(=O)c(-c2cccc3ccccc23)[n+]([O-])c2ccccc21,-2.2,7.6,-0.2,0.0,1.0,-11.9,-4.3,·
CCOc1ccccc1N(CC(=O)NCc1ccncc1)S(=O)(=O)c1ccccc1,13.1,-1.3,-0.2,0.5,2.8,-18.7,-5.4,·
COc1cc2c3nnc(-c4ccc(F)cc4)c-3cn(Cc3cccc(C)c3)c2cc1OC,-6.9,-1.0,-1.0,82.2*,5.4,i,-19.6,-0.1
C[C@H](O)C#Cc1cnc2c(c1)C(=O)N([C@H](C)CO)C[C@H](C)[C@@H](CN(C)Cc1ccc(-c3ccccc3)cc1)O2,16.7,1.8,-2.4,0.6,-4.3,-12.1,0.5,-0.6
O=C(/C=C/c1c(F)cccc1Cl)NCc1ccc2c(c1)OCO2,3.3,-1.1,-1.5,0.2,-1.1,-3.5,-9.9,1.6
CNc1nc(Sc2cccc(C(F)(F)F)c2)cc(C(F)(F)F)n1,10.7,-3.2,·,·,·,-8.4,-2.4,·
CCc1cc(Cn2nc(-c3ccccc3)cc2C(=O)NCc2cccs2)on1,-4.9,2.6,0.1,-0.1,-7.7,-23.8,-3.0,0.0
CCOc1ccc(OC(=O)C(CCS(C)(=O)=O)N2C(=O)c3ccccc3C2=O)cc1 (stereo not drawn),-14.7,1.8,·,·,·,4.8,7.4,·
C[C@H](CO)N1C[C@H](C)[C@H](CN(C)S(=O)(=O)c2ccccc2)Oc2ccc(NS(C)(=O)=O)cc2C1=O,0.6,·,1.7,0.1,·,·,·,-0.3
CCOC(=O)C(=O)N/N=C(/c1ccccc1)c1ccc(OC)cc1,-9.5,2.4,-1.7,-0.1,1.9,-5.2,-9.6,1.6

# Assay outcomes from PubChem BioAssay.
